PREPL inhibitor = inhibitors of human prolyl oligopeptidase-like enzyme PREPL | recombinant PREPL, fluorescence polarization activity-based probe | 0.68% of 320,000 active | AID 2751 | inhibition, % at 5.96 µM | Q4J6C6; in the data active = inhibition above about 43%;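 also: 0% = enzyme with DMSO and 100% = wells lacking enzyme; many of its hits are not listed in these tables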
PP5 inh = PP5 (human) phosphatase inhibition | P53041 | purified PP5c, OMFP substrate fluorescence | inhibition, % at 6.7 µM | 0.18% of 320,000 active | AID 1987;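 active = inhibition above the campaign's mean inhibition across all tested compounds plus 3 SD, cut at about 9.5% in these data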;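 also: 0% = DMSO only and 100% = 100 µM cantharidin control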
Target sequence (P53041 whole entry, looked up): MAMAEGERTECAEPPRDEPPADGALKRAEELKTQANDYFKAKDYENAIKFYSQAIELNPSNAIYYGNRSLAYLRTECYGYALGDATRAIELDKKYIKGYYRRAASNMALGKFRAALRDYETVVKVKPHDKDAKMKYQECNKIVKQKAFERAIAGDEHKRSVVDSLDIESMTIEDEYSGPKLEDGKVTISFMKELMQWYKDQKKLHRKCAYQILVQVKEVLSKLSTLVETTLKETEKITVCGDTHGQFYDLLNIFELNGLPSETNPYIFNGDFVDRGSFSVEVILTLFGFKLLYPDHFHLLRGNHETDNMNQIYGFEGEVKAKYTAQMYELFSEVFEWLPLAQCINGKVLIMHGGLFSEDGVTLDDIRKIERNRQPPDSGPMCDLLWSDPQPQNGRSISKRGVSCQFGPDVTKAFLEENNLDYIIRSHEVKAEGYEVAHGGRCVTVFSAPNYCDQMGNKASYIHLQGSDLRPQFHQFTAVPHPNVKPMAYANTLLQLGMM
EBNA-1 inh = blocks EBNA-1 binding to DNA | EBNA-1 DNA binding, fluorescence polarization | inhibition, % at 14.8 µM | 0.34% of 300,000 active | AID 1950; in the data active = inhibition above about 28%
TPT1 inhibitor = C. albicans TPT1 enzyme inhibition; recombinant caTPT1, FP RNA substrate dephosphorylation; inhibition, % at 5 µM; 0.81% of 300,000 active; AID 1962;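 active = inhibition above the mean of all tested compounds plus 3 SD, set per screening campaign, cut at about 24% in these data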;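 also: plate controls were DMSO alone for no effect and ferristatin control at 100 nM for full effect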
ZTA DNA inh = counter-screen for EBNA-1 inhibitors: inhibitors of Epstein-Barr virus ZTA | AID 2234 | ZTA-DNA binding, fluorescence polarization | P03206 | inhibition, % at 11 µM | 0.15% of 320,000 active; in the data active = inhibition above about 33%
Target sequence (P03206 whole entry, looked up): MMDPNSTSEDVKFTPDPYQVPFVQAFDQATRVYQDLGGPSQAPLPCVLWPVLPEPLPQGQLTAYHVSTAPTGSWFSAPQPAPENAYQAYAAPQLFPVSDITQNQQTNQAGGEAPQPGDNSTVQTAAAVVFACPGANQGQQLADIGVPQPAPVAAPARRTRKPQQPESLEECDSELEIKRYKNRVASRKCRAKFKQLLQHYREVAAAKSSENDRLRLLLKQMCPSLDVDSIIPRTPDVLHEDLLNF
PP1 counter = blocks human PP1-alpha phosphatase, a PP5 counter-screen; inhibition, % at 6.7 µM; AID 2235; purified PP1alpha, OMFP fluorescence; 0.9% of 320,000 active; P62136;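 active = inhibition above the mean inhibition of all tested compounds plus 3 SD, computed separately for each screening campaign, cut at about 15% in these data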
CTSL1 counter = cathepsin L1 inhibition, PFM18AAP counter-screen; recombinant F. hepatica cathepsin L1, Z-Leu-Arg-MCA fluorescence; inhibition, % at 5.96 µM; 0.49% of 300,000 active;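 active = inhibition above the mean of all tested compounds plus 3 SD, set per screening campaign, cut at about 17% in these data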;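 also: 0% = plate median of test compound wells and 100% = 1 µM Z-Phe-Ala-diazomethylketone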
core dimer inh = HCV core protein dimerization inhibition; TR-FRET GST/Flag-core106 dimerization, 1536-well; inhibition, % at 5 µM; 0.33% of 300,000 active; AID 1899;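 active = inhibition above the mean of all tested compounds plus 3 SD, set per screening campaign, cut at about 45% in these data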
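Assay system: Tagged HCV core106 pair (GST and Flag) | Buffer or medium: KF-containing HEPES buffer, pH 7.45, DTT, CHAPS, BSA | Also added: Eu donor and XL665 acceptor anti-tag antibodies | Dosing: One concentration, 5 µM, in 0.5% DMSO | Timing: 4 h at 22.5 °C | Technique: TR-FRET 671 and 617 nm emission | Repeats: Singlicate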
Efflux pump mplx = antifungal efflux pump inhibition, Nile Red retention; inhibition, % at 10 µM; S. cerevisiae Candida pump triplex; 0.44% of 330,000 active;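 active = plate passing quality check with inhibition over a set limit, or well fluorescence over plate mean plus 4 SD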;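 also: Nile Red retained in pooled yeast measured as flow cytometry median fluorescence; 0% = buffer negative control and 100% = Enniatin B positive control; higher means more Nile Red kept so more efflux inhibition; some compounds called inactive have numbers as strong as hits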
Active calls of the source: *; . = not tested or not shown.

SMILES	PREPL inhibitor	PP5 inh	EBNA-1 inh	TPT1 inhibitor	ZTA DNA inh	PP1 counter	CTSL1 counter	core dimer inh	Efflux pump mplx
Cc1cccnc1NC(=O)c1cccc(S(=O)(=O)N2CCN(c3ccc(F)cc3)CC2)c1	-8	2.0	4	-3	11	-3	1	11	0.0
Cc1c(NC(=O)c2nn3c(C(F)(F)F)cc(-c4ccccc4)nc3c2Cl)c(=O)n(-c2ccccc2)n1C	-2	0.0	15	-4	9	0	4	-1	-0.3
O=C(O)CC1(CC(=O)Nc2cc3ccccc3cn2)CCCCC1	0	0.7	1	1	-5	-1	0	1	0.0
O=c1c2ccccc2nc(SCc2cccc(F)c2)n1Cc1ccco1	-7	2.2	-5	-1	8	-1	0	1	0.8
CC(CN1C(C)CCCC1C)OC(=O)c1cccc(Br)c1 (stereo not given)	5	3.2	-8	-3	0	2	-3	-2	-0.3
COc1ccc(C2=NS(=O)(=O)N(C)C(C(=O)NCc3ccccn3)=C2)cc1	-5	-1.4	-3	-6	4	-2	4	4	-0.2
FC(F)(F)c1ccc(Cl)c(NC(=S)N/N=C/c2ccccc2Cl)c1	4	2.6	-5	-1	-9	-1	0	-1	0.0
Cc1ccc(N2CC(NC(=O)C3CC3)CC2=O)cc1 (stereo not given)	15	0.1	14	-4	-3	-4	1	-1	0.0
COc1cccc(OC)c1C(=O)Nc1nc2ccc(S(C)(=O)=O)cc2s1	15	-0.2	2	-4	-6	-1	3	-5	-0.1
CN(Cc1ncc[nH]1)C(=O)CC1C(=O)NCCN1Cc1c(F)cccc1Cl (stereo not given)	5	1.9	0	-2	-8	0	-2	-3	-0.1
CCCC(=O)NCc1ccc2c(c1)cc(C)n2C	20	-2.4	-13	-12	1	2	6	0	0.2
CCn1c(=O)c(C(=O)CN2CCc3ccccc32)c(N)n(Cc2ccccc2)c1=O	7	3.2	-1	5	2	10	-5	51*	0.3
Cc1oc(-c2ccccc2Cl)nc1CS(=O)CC(=O)NC1CC1 (stereo not given)	-5	1.0	3	-1	-6	1	-1	1	0.3
Cc1cc(C)c2c(-n3cccc3)c(C(=O)NNS(=O)(=O)c3ccc(Cl)cc3)sc2n1	-9	2.6	30*	2	3	4	9	26	-0.1
CC(=O)N1CCN(C(=O)COc2ccc(N(C)S(=O)(=O)c3cccs3)cc2)CC1	-1	1.1	-3	-1	9	-1	0	2	0.1
CC[n+]1ccc2cc(OC)c(OC)cc2c1Cc1ccc(OC)c(OC)c1	13	-0.5	-4	-5	7	0	2	1	0.2
CCc1ccc(Nc2nnc(SCC(=O)Nc3ccc(C(=O)O)cc3)s2)cc1	4	2.0	0	-1	9	7	-10	-2	0.1
CC(NC(=O)CCSc1nc(-c2ccc3c(c2)OCO3)cc(C(F)(F)F)n1)c1ccccc1 (stereo not given)	7	3.0	-6	4	3	3	4	17	0.4
CCNC(=S)N(Cc1ccc2c(c1)OCO2)C1CC(=O)N(c2ccc(F)cc2)C1=O (stereo not given)	-2	-1.1	-12	5	-12	7	6	-12	-0.2
O=c1c2ccccc2c(C=NCCCN2CCOCC2)c(O)n1Cc1ccc2c(c1)OCO2	44*	1.3	-1	-2	-7	-2	2	-1	0.2

Given with values under each structure: part of the list above.
Every second line gives: PREPL inhibitor | PP5 inh | EBNA-1 inh | TPT1 inhibitor | ZTA DNA inh | PP1 counter | CTSL1 counter | core dimer inh | Efflux pump mplx
- FC(F)(F)c1ccc(Cl)c(NC(=S)N/N=C/c2ccccc2Cl)c1
    4 | 2.6 | -5 | -1 | -9 | -1 | 0 | -1 | 0.0
- O=C(O)CC1(CC(=O)Nc2cc3ccccc3cn2)CCCCC1
    0 | 0.7 | 1 | 1 | -5 | -1 | 0 | 1 | 0.0
- O=c1c2ccccc2nc(SCc2cccc(F)c2)n1Cc1ccco1
    -7 | 2.2 | -5 | -1 | 8 | -1 | 0 | 1 | 0.8
- CC[n+]1ccc2cc(OC)c(OC)cc2c1Cc1ccc(OC)c(OC)c1
    13 | -0.5 | -4 | -5 | 7 | 0 | 2 | 1 | 0.2
- CCCC(=O)NCc1ccc2c(c1)cc(C)n2C
    20 | -2.4 | -13 | -12 | 1 | 2 | 6 | 0 | 0.2

Next part:
SMILES	PREPL inhibitor	PP5 inh	EBNA-1 inh	TPT1 inhibitor	ZTA DNA inh	PP1 counter	CTSL1 counter	core dimer inh	Efflux pump mplx
CCc1cccc(NS(=O)(=O)c2csc(C(N)=O)c2)c1	0	0.9	4	-3	3	-1	-2	-3	0.0
COc1ccccc1NC(=O)Nn1cnnc1	12	0.5	1	2	6	-1	-1	-5	0.3
Oc1ccc(C2=NN(c3ccccc3)C(c3ccc(F)cc3)C2)cc1 (stereo not given)	18	6.7	3	2	-20	3	9	-2	0.1
COc1ccccc1NC(=O)c1c(C)nc2ccccc2c1C(=O)O	-9	0.7	1	1	1	3	-1	4	-0.1
Cc1nn(-c2ccccc2)c(Cl)c1/C=N/Nc1nc2ccccc2[nH]1	7	2.3	-8	1	-14	1	1	-6	-0.4
CCOc1ccc(-c2ccc(SCC(=O)NC3CCCCC3)nn2)cc1	30	0.3	0	0	4	0	0	4	0.0
Cn1ccc(C(=O)NC(=S)N2CCSCC2)n1	-4	2.2	-6	-1	-15	8	3	-12	0.0
CC(=O)NC(Cc1ccc(C(C)C)cc1)C(=O)NC1CCN(C(=O)c2cccc(C)c2)CC1 (stereo not given)	6	1.7	3	-2	0	-2	-1	-2	-0.1
CC(C)(C)OC(=O)N1CCC[C@H]1c1nnc(SCC(=O)Nc2ccc(Br)cc2)o1	6	1.4	2	-1	-12	-2	-1	2	0.2
CC1CC(C)CN(C(=O)CNS(=O)(=O)c2cccs2)C1 (stereo not given)	-3	0.4	8	-2	7	0	-1	-3	-0.2
Cc1ccn(CCNC(=O)C2CCC(=O)N(Cc3ccc(Cl)cc3)C2)n1 (stereo not given)	5	2.1	-11	1	-7	-5	2	-8	0.1
Cc1cccc(NC(=O)c2cc(NC(=O)C3CCCCC3C(=O)O)ccc2N2CCCCC2)c1 (stereo not given)	4	2.3	10	-1	-5	4	8	19	-0.2
ONc1cccnc1-n1nc(C(F)(F)F)cc1C(F)(F)F	19	3.9	6	0	-3	-3	3	-4	-0.1
CC(C)CNC(=O)c1cccc(NC(=O)COc2ccc([N+](=O)[O-])cc2)c1	5	1.0	-1	-1	-9	-2	0	-7	0.1
CCO[C@@H]1OC(C(=O)N2CCN(Cc3ccccc3)CC2)=C[C@H](c2ccccc2)[C@H]1CCCO	19	0.3	3	2	10	-2	-2	-4	0.0
COCCN=c1scc(-c2cc(OC)ccc2OC)n1/N=C/c1c[nH]c2ccccc12	29	8.0	-10	2	18	3	2	-27	0.2
C=CCn1c(COc2ccc(F)cc2)nnc1SCC(=O)NC1CC1	10	2.0	-11	-1	6	0	0	0	0.4
CCCCCCOc1ccc(C(=O)O)cc1C#N	15	0.6	14	1	0	1	3	1	-0.4
CCc1ccc(NC(=O)/C(C#N)=C/c2ccncc2)cc1	12	1.7	14	-2	-4	0	-1	4	-0.1
CCOC(=O)c1nn(-c2cccc(OC)c2)c(-c2ccccc2)c1C(=O)c1ccccc1	1	1.6	3	-4	-11	2	7	7	-0.3

Some of these compounds in order of heavy-atom count, largest number first.
SMILES	PREPL inhibitor	PP5 inh	EBNA-1 inh	TPT1 inhibitor	ZTA DNA inh	PP1 counter	CTSL1 counter	core dimer inh	Efflux pump mplx
CCOC(=O)c1nn(-c2cccc(OC)c2)c(-c2ccccc2)c1C(=O)c1ccccc1	1	1.6	3	-4	-11	2	7	7	-0.3
CCOc1ccc(-c2ccc(SCC(=O)NC3CCCCC3)nn2)cc1	30	0.3	0	0	4	0	0	4	0.0
Cc1nn(-c2ccccc2)c(Cl)c1/C=N/Nc1nc2ccccc2[nH]1	7	2.3	-8	1	-14	1	1	-6	-0.4

Further results follow.
SMILES	PREPL inhibitor	PP5 inh	EBNA-1 inh	TPT1 inhibitor	ZTA DNA inh	PP1 counter	CTSL1 counter	core dimer inh	Efflux pump mplx
COCCNC(=O)/C(C#N)=C/c1c(N2CCN(C)CC2)nc2c(C)cccn2c1=O	3	-0.7	7	0	-4	-1	2	0	-0.1
O=C(COC(=O)C1CCN(S(=O)(=O)c2ccc3c(c2)OCCO3)CC1)Nc1cc(C(F)(F)F)ccc1Cl	-4	0.7	-6	3	21	-13	-3	-2	0.8
COc1cc2cc(C[C@H](C)O)oc(=O)c2cc1OC	3	-1.3	.	.	-10	-3	.	.	0.1
O=C(NCc1nnc(SCC(=O)N2CCCCC2)o1)c1ccc(F)cc1	4	-0.3	1	-4	0	-1	0	1	-0.3
Cc1ccc2nc(NC(=O)CN3C(=O)C4CC=CCC4C3=O)sc2c1 (stereo not given)	8	-0.8	-6	0	2	-2	-3	0	-0.1
CC12CCC(C(=O)Nc3cccc(Cl)c3Cl)([C@H](Br)C1=O)C2(C)C (stereo not given in full)	-8	-0.9	0	-1	5	-2	-4	1	-0.1
COC(=O)CC1C(=O)NCCN1C(=S)NC(=O)c1ccccc1[N+](=O)[O-] (stereo not given)	-5	0.8	-5	-2	0	-1	-2	1	0.0
COc1cc(-c2nnc(SCC(=O)c3ccccc3)o2)cc(OC)c1OC	-2	0.9	-6	0	3	-1	4	-6	0.1
CCC(C)Oc1cc(-c2ccnc(Nc3cccc(Cl)c3)n2)ccn1 (stereo not given)	-5	5.5	1	-2	10	-2	0	2	-0.1
CC1(C)NC(=O)N(CCCCOc2ccc(Cl)cc2)C1=O	0	0.3	-14	-1	-7	-1	-5	0	0.0
CCOC(=O)C1CCN(S(=O)(=O)c2ccc(OC)c(C(=O)N3CCCCC3)c2)CC1	-3	-0.8	-17	1	-4	9	-6	-9	-0.1
O=C(CNc1cccc(C(F)(F)F)c1)Nc1cccc(S(=O)(=O)N2CCCC2)c1	2	5.8	.	.	1	-1	.	.	-0.2
O=C(CC(=O)Nc1cccnc1)Nc1cccnc1	9	1.4	-7	1	-18	2	-2	-10	-0.1
COc1ccccc1NC(=O)c1nnn(CC(=O)Nc2cccc(SC)c2)c1N	12	4.6	-8	1	-8	-8	-3	5	0.3
Cc1ccc(S(=O)(=O)Nc2ccccc2F)cc1C(=O)NCc1ccco1	1	-1.5	.	.	7	-5	.	.	-0.1
CNC(=O)CCCCC(=O)N/N=C/c1ccc(Cl)cc1Cl	11	-1.1	-6	-2	-27	-3	-2	-4	0.1
COc1ccc(OC)c(CCNC(=O)Cn2cccc2C(=O)c2ccccc2C)c1	-1	0.8	-21	2	-11	-4	1	1	0.0
COCCOc1cc(N(CC(=O)N(C)C)S(=O)(=O)c2ccccc2)c(Cl)cc1Cl	4	2.2	-15	-5	3	-5	0	-1	0.7
O=[N+]([O-])c1ccc2c(c1N1CCCCC1)=NC1(CCCCC1)[N+]=2[O-]	2	-0.4	9	-2	-6	-4	-2	-9	-0.2
O=[N+]([O-])c1ccc(Cc2ccncc2)cc1	7	1.3	9	-1	13	0	0	3	0.0
O=C(/C=C/c1ccccc1[N+](=O)[O-])OCC(=O)c1ccccc1	3	0.3	0	1	-8	2	-25	2	-0.1

Bioassay records: PubChem, several laboratories

These rows are one share of the data; count on the stated rates, not on these rows.
